Screening results deposited in PubChem by several laboratories.
CYP2C9 inh: blockers of cytochrome P450 2C9 activity – biochemical, luminescence, ADME assay, primary screen; P11712; CYP2C9 Supersomes, luciferin-H conversion; inhibition, % at 5 µM; 96,000 tested, 20% active;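 active = blocking of liver enzyme CYP2C9 beyond about 50% at 5 µM, limit read from the data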; also: values of inactives mirror those of a sister screen read the other way
CYP2C19 inh: blockers of cytochrome P450 2C19 activity – biochemical, luminescence, ADME assay, primary screen; inhibition, % at 5 µM; AID 778, 2007; P33261; CYP2C19 Supersomes, luciferin-H EGE luminescence, 30 min; 96,000 tested, 21% active;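 active = CYP2C19 inhibition above a set limit at 5 µM in the primary screen, cut at about 50% in these data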;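 also: plate controls were negative control wells for no effect and 2.5 mM tranylcypromine positive control for full effect; values of inactives mirror those of a sister screen read the other way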
PLAP activator: PLAP enzyme activators, biochemical, luminescence, HTS. 96,000 tested, 1.2% active. purified PLAP enzyme, luminescent substrate read-out; stronger effect = higher value. activation fold at 20 µM. AID 696, 2007; in the data active = activation fold above about 2
EphB4 ephrin blk: EphB4-ephrin-B2 interaction antagonists, primary screen, biochemical, TNYL-RAW peptide probe, fluorescence polarization. Ephrin type-B receptor 4 (Homo sapiens), P54760. EphB4 LBD / TNYL-RAW-Alexa532 peptide. AID 720, 2007. inhibition, % at 7 µM. 97,000 tested, 0.15% active;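 active = inhibition above the screen-wide mean inhibition plus 3 SD, cut at about 15% in these data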;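 also: 0% = DMSO wells and 100% = excess unlabeled TNYL-RAW peptide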
PLK1 inh: human PLK1 kinase inhibitors, primary screen, biochemical, TR-FRET; 97,000 tested, 0.53% active; AID 619, 2007; inhibition, % at 10 µM; Serine/threonine-protein kinase PLK1 (Homo sapiens), P53350; recombinant PLK1 kinase, TR-FRET peptide phosphorylation;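 active = inhibition of 50% or more in the single-concentration screen; inactive = inhibition below 50%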;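 also: 0% = DMSO max control and 100% = H-89 dihydrochloride min control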
Target sequence (P53350 whole entry, looked up): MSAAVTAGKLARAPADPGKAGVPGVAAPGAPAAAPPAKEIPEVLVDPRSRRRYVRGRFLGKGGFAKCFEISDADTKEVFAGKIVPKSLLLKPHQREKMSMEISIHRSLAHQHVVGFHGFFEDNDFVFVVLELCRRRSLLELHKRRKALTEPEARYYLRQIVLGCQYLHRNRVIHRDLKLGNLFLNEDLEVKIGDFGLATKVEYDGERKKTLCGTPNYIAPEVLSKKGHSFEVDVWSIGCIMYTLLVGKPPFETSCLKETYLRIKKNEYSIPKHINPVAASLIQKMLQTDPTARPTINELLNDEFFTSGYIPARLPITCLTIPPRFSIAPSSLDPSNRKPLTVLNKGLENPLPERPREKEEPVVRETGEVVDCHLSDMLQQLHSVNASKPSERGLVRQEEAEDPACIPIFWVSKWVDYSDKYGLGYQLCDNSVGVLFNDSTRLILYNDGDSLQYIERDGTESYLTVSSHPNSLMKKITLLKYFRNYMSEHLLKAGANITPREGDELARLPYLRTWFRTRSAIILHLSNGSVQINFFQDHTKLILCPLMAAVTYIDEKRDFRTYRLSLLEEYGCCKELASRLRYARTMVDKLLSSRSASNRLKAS
Rev-RRE block: HIV-1 Rev-RRE binding inhibitors, primary screen, biochemical, FRET, protein-RNA interaction; inhibition, % at 8 µM; Rev peptide-RRE RNA binding; 97,000 tested, 0.79% active; P05866;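 active = inhibition above the screen-wide mean plus 3 SD, cut at about 35% in these data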;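 also: 0% = median DMSO wells and 100% = median Neomycin B control wells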
Target sequence (P05866 whole entry, looked up): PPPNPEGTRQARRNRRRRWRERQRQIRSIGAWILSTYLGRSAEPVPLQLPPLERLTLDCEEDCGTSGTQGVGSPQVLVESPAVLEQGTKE
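Material: labelled RRE RNA duplex and labelled Rev peptide / Buffer or medium: HEPES pH 7.5 salt buffer with EDTA / Compound dosing: single point, 8 µM final nominal compound concentration / Benchmarks: DMSO low control, neomycin B high control / Timing: 5 min preincubation and 15 min binding, 25 °C / Technique: FRET fluorescence readout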
CYP2C9 activ: human CYP2C9 activators, primary screen, biochemical, luminescence; recombinant CYP2C9, luciferin-H conversion; stronger effect = higher value; factor 1 = untreated enzyme, 0 = blocked; activation factor at 5 µM; 96,000 tested, 1.4% active; AID 1024, 2008;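 active = activation factor of 2 or more for CYP2C9 at a 5 µM dose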;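 also: 0 = sulfaphenazole-blocked wells and 1 = vehicle-only wells; values of inactives mirror those of a sister screen read the other way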
CYP2C19 act: human CYP2C19 activators, primary screen, biochemical, luminescence | AID 1025, 2008 | recombinant CYP2C19, luciferin-H EGE luminescence; stronger effect = higher value; 0 = fully inhibited enzyme, 1 = untreated enzyme | 96,000 tested, under 10 active | activation factor at 5 µM | Cytochrome P450 2C19 (Homo sapiens), P33261;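 active = activation factor of at least 2 at 5 µM in the primary screen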;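 also: 0 = wells with 2.5 mM tranylcypromine and 1 = vehicle-only wells; values of inactives mirror those of a sister screen read the other way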
Plk1 PBD FP: Plk1 polo box domain binding inhibitors, primary screen, biochemical, fluorescence polarization. Serine/threonine-protein kinase PLK1 (Homo sapiens), P53350. Plk1 PBD phosphopeptide binding. inhibition, %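 (tested at about 20 µM)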. 97,000 tested, 0.13% active; in the data active = inhibition above about 34%, passing the limit was not always enough
An asterisk follows results filed as active; . = not tested or not shown.

SMILES	CYP2C9 inh	CYP2C19 inh	PLAP activator	EphB4 ephrin blk	PLK1 inh	Rev-RRE block	CYP2C9 activ	CYP2C19 act	Plk1 PBD FP
Cc1ccnc(NC2(C(F)(F)F)N=C(c3ccccc3)NC2=O)c1 (stereo unspecified)	-2	10	0.9	4	-12	5	1	0.9	25
Cc1cccc(OCC(=O)Nc2cc(C)ccc2O)c1	16	60*	1	1	-6	-2	0.8	0.4	7
Cc1cc2oc(=O)cc(CN3CCCCC3)c2cc1C(C)C	32	7	0.8	-3	-9	6	0.7	0.9	-1
O=C1CN(C(=O)CCCc2c[nH]c3ccccc23)c2ccccc2N1	7	50*	1	2	6	-9	0.9	0.5	18
COc1ccc(-c2csc(N(CCCN3CCOCC3)C(=O)c3ccco3)n2)cc1	41	20	1.6	-8	-11	8	0.6	0.8	12
Cc1ccc[n+](CC(=O)Nc2cc(C(F)(F)F)ccc2Cl)c1	-10	15	0.9	-7	-9	2	1.1	0.9	32
c1ccc(Oc2cccc(OCCCCSc3ncccn3)c2)cc1	51*	38	1	4	-13	21	0.5	0.6	-19
Cc1cccc(-n2nc([N+](=O)[O-])c(=NCc3cccnc3)n2O)c1	34	60*	0.9	-8	-7	1	0.7	0.4	-10
COCCNC(=O)C1CC(c2ccc(F)cc2)=NO1 (stereo unspecified)	-3	7	1	3	-15	4	1	0.9	44
CCOC(=O)C1C(c2ccccc2)C(C(=O)OCC)C1c1ccccc1 (stereo unspecified)	.	.	.	4	-7	2	.	.	1
C=CC(C)Sc1nc2c(c(=O)n(C)c(=O)n2C)n1Cc1ccccc1Cl (stereo unspecified)	13	6	1.3	.	.	.	0.9	0.9	.
CCOC(=O)N1CCN(C(=O)CN(c2cccc(C)c2)S(=O)(=O)c2ccc(C)cc2)CC1	74*	72*	1.4	.	.	.	0.3	0.3	.
O=C(c1ccc2snnc2c1)N1CCSCC1	-8	28	0.8	-6	1	6	1.1	0.7	9
COc1ccc(C(C)(C)C)cc1S(=O)(=O)N1CCN(C)CC1	-97	23	1.5	4	-13	7	2*	0.8	0
C(=N\Nc1ncnc2sc3c(c12)CCC3)/c1cccs1	21	18	1.3	2	-10	7	0.8	0.8	-12
CCNc1nc(N)nc(Oc2ccc(OCCOc3ccc(Cl)cc3Cl)nn2)n1	80*	94*	1.1	-5	1	2	0.2	0.1	14
Cc1ccc(C)c2[nH]c(=O)c(CCNC(=O)CC(C)C)cc12	31	30	1.2	.	.	.	0.7	0.7	.
CC1CC(C)CN(C(=O)CSC2=Nc3ccccc3C3=NC(Cc4c[nH]c5ccccc45)C(=O)N23)C1 (stereo unspecified)	41	43	1.2	-3	-5	3	0.6	0.6	-31
COc1cccc(OC)c1C(=O)NC(C)c1ccccc1 (stereo unspecified)	.	.	.	-9	-9	2	.	.	-5
COCC(=O)Nc1nnc(-c2cccs2)s1	9	-12	0.8	8	-5	9	0.9	1.1	-15
O=C(CSc1nnc(-c2ccc(O)cc2)o1)Nc1ccc2c(c1)OCCO2	-45	-13	1	1	-5	0	1.5	1.1	21
CCC(CC)C(=O)Nc1cccc(C(=O)Nc2ccc3c(c2)OCO3)c1	88*	84*	0.9	-3	1	2	0.1	0.2	-25
C=CCn1c(SCC(=O)Nc2ccccc2)nc2scc(-c3cccs3)c2c1=O	100*	83*	1.9	5	-9	9	0	0.2	7
CCc1ccc(NC(=O)CSc2nnc(Cc3cccn3C)n2-c2ccc(OC)cc2)cc1	85*	52*	1.4	-8	-12	-8	0.1	0.5	26
OC(COc1ccc2c(c1)OCO2)CN1CCc2ccccc2C1 (stereo unspecified)	8	43	1	1	-11	3	0.9	0.6	-8
CCCS(=O)(=O)C(=C(Nc1ccccc1)Nc1ccccc1)S(=O)(=O)CCC	-29	-22	1.1	2	-3	-6	1.3	1.2	-1
CCCC(=O)N(c1ccc(OCC)cc1)C1C=CS(=O)(=O)C1 (stereo unspecified)	46	63*	1	.	.	.	0.5	0.4	.
CC(C)Cc1nnc(NC(=O)c2ccncc2)s1	96*	92*	1.2	-3	-9	0	0	0.1	-8
COC(=O)c1ccc(S(=O)(=O)NCCSc2nnc3c4ccccc4n(C)c3n2)cc1	95*	68*	1.1	.	.	.	0.1	0.3	.
COC(=O)c1cc2oc(C)cc2n1CC(=O)Nc1ccc(OC)c(OC)c1OC	63*	59*	1.1	-1	4	2	0.4	0.4	21
Brc1ccc2[nH]c3c(N4CCc5ccccc5C4)ncnc3c2c1	92*	6	1.1	-2	-1	3	0.1	0.9	3
CN(C)c1oc(-c2cccs2)nc1C#N	-11	7	0.9	0	-11	6	1.1	0.9	18
CCC1=[N+](C)CCn2c(C)ccc21	-4	-8	1	-4	5	5	1	1.1	-4
O=C(NCc1ccco1)c1cnn2c(C(F)(F)F)cc(-c3ccco3)nc12	18	20	0.9	-2	3	8	0.8	0.8	-30
O=C(Nc1ccc(N2CCCC2)c(Cl)c1)c1ccc(Br)o1	0	-5	1.3	1	-19	19	1	1.1	-5
CC(C)CCn1c(SCC#N)nc2c(sc3ccccc32)c1=O	.	.	.	3	-18	2	.	.	9
O=C(Nc1cc(C(F)(F)F)ccc1N1CCOCC1)c1cccc(F)c1	4	83*	1.1	2	-2	9	1	0.2	-13
CC(C)(C)C1CCC(OC(=O)c2ccncc2)CC1 (stereo unspecified)	94*	99*	0.9	-3	-7	11	0.1	0	-3
COC(=O)COc1ccc(S(=O)(=O)Nc2ccc(C(N)=O)cc2)cc1	10	-9	1	5	-6	9	0.9	1.1	13
NC(=O)NC(Cc1ccccc1)C(=O)NCC1(N2CCCCC2)CCCCC1 (stereo unspecified)	-5	-18	0.9	-2	-7	2	1.1	1.2	8
COc1ccc(-c2nc(-c3ccc(NC(=O)c4ccc(Br)o4)cc3)no2)cc1OC	37	29	0.9	0	-8	-1	0.6	0.7	-13
COc1ccc(-c2cn3cccnc3n2)cc1NC(=O)C1CC1	8	5	0.8	-1	-5	4	0.9	0.9	13
O=C(COC(=O)c1ccc(S(=O)(=O)N2CCCC2)cc1)NCc1ccccc1	56*	42	0.8	-1	-8	7	0.4	0.6	-25
COc1cccc(-n2nnc3c(=O)n(CC(=O)N4CCC(Cc5ccccc5)CC4)cnc32)c1	-10	-6	1	11	-15	11	1.1	1.1	-4
COc1ccc(N(Cc2cc3cccc(C)c3[nH]c2=O)S(C)(=O)=O)cc1	-12	-2	1	6	0	11	1.1	1	4

An excerpt of these results, field by field:
> CN(C)c1oc(-c2cccs2)nc1C#N
  CYP2C9 inh = -11	CYP2C19 inh = 7	PLAP activator = 0.9	EphB4 ephrin blk = 0	PLK1 inh = -11	Rev-RRE block = 6	CYP2C9 activ = 1.1	CYP2C19 act = 0.9	Plk1 PBD FP = 18
> CC(C)CCn1c(SCC#N)nc2c(sc3ccccc32)c1=O
  CYP2C9 inh = .	CYP2C19 inh = .	PLAP activator = .	EphB4 ephrin blk = 3	PLK1 inh = -18	Rev-RRE block = 2	CYP2C9 activ = .	CYP2C19 act = .	Plk1 PBD FP = 9
> COc1cccc(-n2nnc3c(=O)n(CC(=O)N4CCC(Cc5ccccc5)CC4)cnc32)c1
  CYP2C9 inh = -10	CYP2C19 inh = -6	PLAP activator = 1	EphB4 ephrin blk = 11	PLK1 inh = -15	Rev-RRE block = 11	CYP2C9 activ = 1.1	CYP2C19 act = 1.1	Plk1 PBD FP = -4

Remaining list, next part.
SMILES	CYP2C9 inh	CYP2C19 inh	PLAP activator	EphB4 ephrin blk	PLK1 inh	Rev-RRE block	CYP2C9 activ	CYP2C19 act	Plk1 PBD FP
O=C(Nc1ccsc1C(=O)N1CCCCCC1)c1ccccc1	26	46	0.7	-2	-9	0	0.7	0.5	-6
Cc1nc(NC(=O)c2cc3c(C)nn(-c4ccccc4)c3s2)sc1C(=O)Nc1ccccc1	59*	38	2.3*	5	-16	6	0.4	0.6	23
C=CCSc1nnc(-c2cnn(-c3ccccc3)c2-n2cccc2)n1C	34	18	1.6	1	-7	-5	0.7	0.8	-10
O=C(c1ccc(CN2CCc3ccccc3C2)cc1)N1CCN(c2ccc(F)cc2)CC1	.	.	.	-3	-9	2	.	.	-8
CC1(C)N=C(N)NC(Nc2ccc(Br)cc2)=N1	-18	8	1.1	3	-16	4	1.2	0.9	-17
O=C(Nc1ccc2c(c1)nc1n2CCN(C2CCCCC2)C1)NC1CCCCC1	30	12	1.3	4	-1	30	0.7	0.9	-6
CCOC(=O)c1c(C)nc(-c2ccccc2)nc1N	67*	82*	1	-3	-1	4	0.3	0.2	-2
CN1C=C(C(F)(F)F)C=C/C1=C(\C#N)c1nnc2n1CCCCC2	0	8	1	3	-5	6	1	0.9	6
CCOC(=O)c1nnn(CC(=O)N2N=C(c3ccccc3)CC2c2ccccc2)c1C(=O)OCC (stereo unspecified)	.	.	.	-6	-9	0	.	.	-8
CCN(CC)C(=O)Oc1ccc(NC(C)=O)cc1	-12	-12	0.9	5	-10	9	1.1	1.1	-9
COc1ccc(Br)cc1/C=c1\sc2nc(-c3ccco3)nn2c1=O	61*	62*	1.9	.	.	.	0.4	0.4	.
CCc1ccc(NC(=O)c2ccccc2NC(=O)C2CCCO2)cc1 (stereo unspecified)	59*	21	1.1	1	-10	10	0.4	0.8	-23
CC1(c2ccc(Cl)c(Cl)c2)NC(=S)N2C1NC(=S)N2c1ccccc1 (stereo unspecified)	37	78*	1.3	-1	4	1	0.6	0.2	25
O=C(C1CCCN(Cc2cccnc2)C1)N1CCCCC1 (stereo unspecified)	2	8	1.1	-7	-16	3	1	0.9	31
COc1ccc(S(=O)(=O)N2CCC(C(=O)N3CCCCC3)CC2)cc1OC	47	3	1.3	-4	-6	-1	0.5	1	-33
c1ccc2c(c1)nc(Nc1ccc3c(c1)OCO3)c1nnnn12	34	37	0.7	.	.	.	0.7	0.6	.
COc1cccc2c1OC1(C)CC2/C(=C(\C)O)C(=O)N1 (stereo unspecified)	-2	-8	1.1	6	-5	11	1	1.1	3
Cc1nnc(SC(C)C(=O)Nc2ccc(Cl)cn2)n1Cc1ccccc1 (stereo unspecified)	9	48	1	.	.	.	0.9	0.5	.
Cc1cc(C)c2nc(N3CCC(C(=O)NCCCN4CCCCC4)CC3)sc2c1	15	2	2*	0	-8	10	0.8	1	-5
O=C(NCCc1ccccc1)c1ncn[nH]1	-8	6	1.1	-12	-7	9	1.1	0.9	-12
COc1ccc(S(=O)(=O)Nc2c3ccccc3nc(=O)n2-c2ccccc2)cc1	16	15	1.1	5	-6	4	0.8	0.9	-5
COc1ccc(N/C(N)=N/c2nc(CSc3ccc(C)cc3)cc(=O)[nH]2)cc1	29	37	1.7	7	-6	4	0.7	0.6	16
Cc1c(N(C)C)nc2ccccc2c1N	-7	0	0.8	-3	-5	1	1.1	1	1
CC(C)OC(=O)c1cccc(NC(=O)c2ccccc2)c1	.	.	.	5	-2	8	.	.	0
COc1cccc(N2C(=O)C(CC(=O)Nc3ccccc3)N(C3CCCCC3)C2=O)c1 (stereo unspecified)	27	31	1.1	6	-13	9	0.7	0.7	0
CCCCC(=O)Nc1c(C)cc(C)cc1Cl	13	26	0.9	4	2	-3	0.9	0.7	8
CCc1cc2c(=O)c(-c3cnn(-c4ccccc4)c3)coc2c(CN2CCOCC2)c1O	74*	22	1	5	-8	10	0.3	0.8	-15
COCCn1c(C)cc(C2=NNC(=Nc3ccc(Cl)cc3Cl)SC2)c1C	11	14	1.1	8	-1	12	0.9	0.9	-16
